# Bioassay records: PubChem, several laboratories
# Yeast superoxide = reduction of superoxide in aged yeast, primary screen, HTS. S. cerevisiae aged cells, superoxide DHE fluorescence; active compounds read low. superoxide response (% of plate mean), % at 10 µM. 0.18% of 330,000 active;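 active means superoxide response under a set limit, about three screen SD below normal, cut at about 65% in these data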;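 further: yeast aged for seven days with compound at 30 °C before DHE staining; 100% = average MFI of all compound-treated wells on the plate with controls excluded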
# EBNA-1 inhibitor = EBNA-1 DNA-binding inhibitors, primary screen, biochemical, fluorescence polarization; AID 1950, 2009; inhibition, % at 14.8 µM; 0.34% of 300,000 active; in the data active means inhibition above about 28%
# BCLXL inh = inhibitors of human Bcl-xL, primary screen, biochemical, fluorescence polarization, HTS. Bcl-2-like protein 1 (Homo sapiens), Q07817. GST-Bcl-xL / FITC-Bim BH3 peptide fluorescence polarization. inhibition, % at 10.9 µM. 0.7% of 320,000 active;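 active means inhibition above the mean of all tested compounds plus 3 SD, cutoff set per campaign, cut at about 30% in these data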;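 further: 0% = DMSO wells and 100% = unlabeled Bim-BH3 peptide competitor; inhibitors lower millipolarization by displacing the labeled peptide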
# ZTA counter = counter-screen for EBNA-1 inhibitors: inhibitors of Epstein-Barr virus ZTA | P03206 | ZTA-DNA binding, fluorescence polarization | inhibition, % at 11 µM | 0.15% of 320,000 active | AID 2234; in the data active means inhibition above about 33%
# Target sequence (P03206 whole entry, looked up): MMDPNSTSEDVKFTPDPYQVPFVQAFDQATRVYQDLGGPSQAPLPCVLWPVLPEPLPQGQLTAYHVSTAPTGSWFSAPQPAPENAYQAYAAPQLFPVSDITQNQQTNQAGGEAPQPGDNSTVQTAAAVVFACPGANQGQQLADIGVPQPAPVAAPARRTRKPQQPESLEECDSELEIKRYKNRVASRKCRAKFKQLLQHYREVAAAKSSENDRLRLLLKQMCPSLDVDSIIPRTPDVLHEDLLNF
# Efflux pump mplx = inhibitors of Candida efflux pumps in yeast, primary screen, S. cerevisiae, Nile Red, multiplex | S. cerevisiae Candida pump triplex | inhibition, % at 10 µM | 0.44% of 330,000 active;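 active means plate passing quality check with inhibition over a set limit, or well fluorescence over plate mean plus 4 SD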;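 further: Nile Red retained in pooled yeast measured as flow cytometry median fluorescence; 0% = buffer negative control and 100% = Enniatin B positive control; higher means more Nile Red kept so more efflux inhibition; some compounds called inactive have numbers as strong as hits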
# Fam108B counter = mouse Fam108B serine hydrolase inhibitors, primary screen, counter-screen for RBBP9 inhibitor project, biochemical, fluorescence polarization; AID 1947, 2009; 0.33% of 300,000 active; inhibition, % at 9.51 µM; recombinant Fam108B, FP-Rh probe fluorescence polarization;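 active means inhibition above the screen mean inhibition plus 3 SD, computed separately per campaign, cut at about 18% in these data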;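 further: inhibitors lower polarization as less probe binds the enzyme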
# MEX-5 binding = MEX-5 zinc finger RNA-binding disruptors – biochemical, C. elegans, fluorescence polarization, MLPCN library, primary screen; Zinc finger protein mex-5 (Caenorhabditis elegans), Q9XUB2; MEX-5/FITC-TCR2 RNA binding; active compounds read low; activity score (negative = inhibition of binding), % at 10 µM; 0.38% of 300,000 active;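 active means inhibition past about -25% in most replicates, and total fluorescence under double the plate's negative control median, limit read from the data; inconclusive means replicates evenly split on the limit, or fluorescence at least double controls; inactive means too little inhibition in most replicates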;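 further: 0% = DMSO and -100% = 5 µM competing unlabeled TCR2 RNA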
# Target sequence (Q9XUB2 whole entry, looked up): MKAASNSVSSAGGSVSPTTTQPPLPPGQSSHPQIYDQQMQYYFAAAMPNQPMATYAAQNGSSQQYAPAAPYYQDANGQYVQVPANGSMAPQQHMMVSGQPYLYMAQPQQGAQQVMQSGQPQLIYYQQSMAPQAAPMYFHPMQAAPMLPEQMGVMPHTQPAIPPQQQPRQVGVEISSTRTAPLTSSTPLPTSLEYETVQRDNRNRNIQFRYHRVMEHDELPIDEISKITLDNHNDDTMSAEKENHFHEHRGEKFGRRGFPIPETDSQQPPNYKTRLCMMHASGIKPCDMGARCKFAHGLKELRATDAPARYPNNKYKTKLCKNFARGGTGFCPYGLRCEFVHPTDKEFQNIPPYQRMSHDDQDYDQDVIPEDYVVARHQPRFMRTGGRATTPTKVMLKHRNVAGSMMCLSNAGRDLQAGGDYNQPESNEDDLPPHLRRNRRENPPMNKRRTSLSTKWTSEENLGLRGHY
# GLD-1 TGE inh = GLD-1/TGE RNA complex disruptors, primary screen, biochemical, fluorescence polarization; Female germline-specific tumor suppressor gld-1 (Caenorhabditis elegans), Q17339; purified GLD-1 + fluorescein TGE RNA; inhibition, % at 5.96 µM; 0.44% of 320,000 active;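 active means percent inhibition above a per-plate cutoff, the plate mean of test compounds plus 3 SD, cut at about 30% in these data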;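 further: 0% = DMSO wells with GLD-1 and probe and 100% = wells lacking GLD-1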
# MCL1 BIM primary = inhibitors of MCL1 binding to BIM-BH3, primary screen, biochemical, fluorescence polarization. Induced myeloid leukemia cell differentiation protein Mcl-1 (Homo sapiens), Q07820. GST-MCL1 / FITC-Bim-BH3 fluorescence polarization. inhibition, % at 10.9 µM. 0.68% of 320,000 active. AID 2057, 2009;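 active means inhibition above the mean inhibition of all tested compounds plus 3 SD, set per campaign, cut at about 40% in these data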;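 further: 0% = DMSO wells and 100% = unlabeled Bim-BH3 peptide control; higher means more loss of mP so more displacement of Bim peptide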
# Target sequence (Q07820 whole entry, looked up): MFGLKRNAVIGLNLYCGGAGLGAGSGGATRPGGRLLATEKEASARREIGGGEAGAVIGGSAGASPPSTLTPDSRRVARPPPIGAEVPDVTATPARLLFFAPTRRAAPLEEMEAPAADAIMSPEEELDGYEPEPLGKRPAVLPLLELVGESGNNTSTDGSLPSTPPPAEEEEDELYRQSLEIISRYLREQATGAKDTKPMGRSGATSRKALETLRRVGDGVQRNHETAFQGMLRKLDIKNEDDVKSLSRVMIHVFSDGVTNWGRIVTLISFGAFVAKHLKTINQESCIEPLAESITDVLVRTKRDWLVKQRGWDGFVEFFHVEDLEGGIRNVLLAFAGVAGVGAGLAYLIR
# * = called active by the depositor; ? = inconclusive; . = no result given.
compound	Yeast superoxide	EBNA-1 inhibitor	BCLXL inh	ZTA counter	Efflux pump mplx	Fam108B counter	MEX-5 binding	GLD-1 TGE inh	MCL1 BIM primary
CC(=O)c1cccc(NC(=O)CCN2C(=O)C3CC=CCC3C2=O)c1 (configuration not stated)	90	.	10	7	0.1	.	.	0	1
CCC(=O)c1ccc(OCC(=O)OCC(=O)Nc2c(C)n(C)n(-c3ccccc3)c2=O)cc1	96	-4	2	-6	0.0	7	0.8	-4	6
CCOc1cc(/C=C2/N=C(C)C(C(=O)OC)=C2O)ccc1O	98	10	-6	3	0.1	-2	30	-33	-10
COCCN1C(=O)c2oc3c(C)cc(C)cc3c(=O)c2C1c1cccc(O)c1 (configuration not stated)	121	-7	5	-4	0.3	-2	-1.6	11	1
O=C(Cn1c(=S)[nH]c2ccccc2c1=O)N1CCN(c2ccc(F)cc2)CC1	95	-4	3	-17	0.0	7	-2.7	3	5
COc1ccccc1-n1nnnc1SCC(=O)NC1CC1	97	8	3	15	0.0	1	-2.0	0	6
Cn1c(=O)c2c(SCC(=O)N3CCOCC3)nc(-c3ccccc3Cl)nc2n(C)c1=O	94	4	5	6	0.1	4	1.7	-3	12
COC(=O)c1ccc(N(C(=O)CNC(=O)c2ccco2)C(C(=O)NC2CCCC2)c2ccco2)cc1 (configuration not stated)	103	-13	-3	-20	0.0	3	-3.2	-3	1
CC(C)C(=O)Nc1ccc(Sc2ccc(F)cc2)cc1	111	4	1	7	-0.1	1	0.2	-2	-5
COc1ccc(-c2csc3ncnc(N4CCN(c5ccccc5)CC4)c23)cc1	102	4	4	8	0.2	-3	-0.6	-2	6
CCC(Oc1ccccc1C)C(=O)Nc1ccc(S(=O)(=O)Nc2cc(C)on2)cc1 (configuration not stated)	88	-3	8	7	-0.1	4	1.0	4	8
COc1ccc(C(CC(=O)O)NC(=O)c2sc3ccccc3c2Cl)cc1 (configuration not stated)	94	14	3	16	0.1	-4	-0.8	1	8
COc1ccc(/C=C2\SC(=O)N(CC(=O)Nc3cccc(C)c3)C2=O)cc1O	109	-3	-5	-26	0.3	-10	1.1	-9	-7
COc1ccc(-c2noc(-c3ccccc3C(=O)NCc3ccco3)n2)cc1OC	100	-9	3	-1	0.3	3	1.4	5	2
CCOc1ccc(-n2c(O)c(/C=N/c3ccnn3Cc3ccncc3)c3ccccc3c2=O)cc1	105	-3	-25	-4	-0.1	-5	?	-23	-57
Cn1c(=O)c2c(nc(N3CCN(Cc4ccccc4)CC3)n2CC(=O)c2ccccc2)n(C)c1=O	96	5	4	-14	0.2	-2	-5.8	6	6
O=C(C1CCC1)N1CCN(c2ccccc2)CC1	105	8	1	-7	-0.1	4	-1.0	1	1
CC(C)[C@H](NC(=O)c1ccccc1)C(=O)Nc1ccc2c(c1)OCO2	105	.	-8	-5	0.1	.	.	2	-18
CCN(CCNC(=O)C1CCN(Cc2nc(-c3cccc(Cl)c3)oc2C)CC1)c1ccccc1	99	14	5	4	-0.1	4	1.1	-3	3
S=c1[nH]nc(-c2ccco2)n1/N=C/c1c(Cl)cccc1Cl	102	-3	-41	16	0.1	1	-2.8	-2	-22
Cc1cc(Cl)ccc1NNC(N)=S	107	-7	2	-2	0.2	-3	0.8	-8	13
COc1ccc(S(=O)(=O)N2CCC(C(=O)N(CC(C)C)C3CCS(=O)(=O)C3)CC2)cc1OC (configuration not stated)	88	10	-12	10	-0.3	-3	-0.4	2	-20
C=CCNC(=O)Nc1cc(Cl)ccc1OC	100	4	0	-6	0.1	-2	-0.6	6	6
COc1ccc(/C=C/C(=O)Nc2ccc(-n3nncc3-c3ccc(OC)c(OC)c3)cc2)cc1OC	90	-10	-4	2	0.3	-45	2.7	-5	-6
O=C(NCc1cccc(C(F)(F)F)c1)c1ccc[nH]1	99	-2	-1	11	-0.2	1	2.2	4	-14
CN1CCc2ccccc2Cc2[nH]c3ccccc3c2CC1	105	9	13	8	0.0	2	.	-4	7
CCOc1ccc(NC(=O)CCc2ccc(C)o2)cc1	78	2	8	-2	-0.2	2	0.1	-2	6
COc1cccc(C(=O)Oc2ccc3c(C)cc(=O)oc3c2C(C)=O)c1	101	1	-4	12	0.3	-3	-1.3	5	-3
COc1ccc(C(=O)NC(=S)Nc2nc(C)cc(C)n2)cc1Br	96	14	6	8	-0.1	1	-1.1	-5	3
COc1cccc(N2CCN(C(=O)c3[nH]c(C)c(C(C)=O)c3C)CC2)c1	102	2	5	18	-0.2	0	1.8	5	3
CCCn1cc(CN2CCC(n3nccc3NC(=O)C(OC)c3ccccc3)CC2)c(C)n1 (configuration not stated)	110	-18	0	10	0.0	2	-2.3	-5	4
COc1cc(C2C(C(=O)c3ccc(C)o3)=C(O)C(=O)N2CCc2ccccc2)ccc1O (configuration not stated)	112	-5	2	-11	0.1	0	-1.0	-1	5
O=C(c1ccccc1)C1C(=O)c2ccccc2C1=O	135	-3	3	15	0.0	-4	-4.0	0	5
CCN(C(=O)CN1CCN(c2ccccc2OC)CC1)c1c(N)n(Cc2ccccc2)c(=O)[nH]c1=O	106	3	2	-16	0.0	-1	1.2	6	-2
COc1ccc(/C=C/C(=O)c2c(O)cc(C)oc2=O)c(OC)c1	98	6	-44	-2	0.0	0	?	-50	-65
NC(=O)NOCc1ccc(F)cc1Cl	114	-19	0	3	0.2	0	-1.7	-2	-3
Cc1cc[n+](C2=C([O-])c3ccccc3C(=O)/C2=N\S(=O)(=O)c2cccs2)cc1C	169	-4	7	-9	-0.1	3	-34*	0	4
COc1ccccc1C(=O)Nc1ccc(OC(C)C(=O)N2CCOCC2)cc1 (configuration not stated)	108	.	-2	4	0.2	.	.	5	-2
Cc1ccc2c(c1)N(CC(=O)NC1CCC(C)CC1)C(=O)c1cccnc1O2 (configuration not stated)	97	-1	4	5	0.0	4	-0.9	-1	9
COc1ccc(CCCc2nnc(SCC(=O)Nc3cc(C)ccc3C)o2)cc1	97	-6	-5	-4	0.0	2	1.4	7	-4
Cc1ccc(NC(=O)c2cc3nc(C)cc(C)n3n2)cc1	88	-2	11	-7	-0.3	1	-1.7	5	5
COC(=O)c1ccccc1NC1CC(=O)N(c2c(C)cccc2C)C1=O (configuration not stated)	118	-9	3	-2	0.1	6	2.5	3	-4
CCn1ncc(C2=NOC(C(=O)Nc3cccnc3)C2)c1C (configuration not stated)	118	3	2	6	0.0	-5	0.8	6	-1
O=C(/C=C/c1ccc(OCc2cccc(Cl)c2)cc1)N1CCOCC1	99	4	4	-3	0.0	0	0.4	4	5
O=C(O)c1cc(N/N=C/c2cccs2)ccc1Cl	101	-6	11	-28	-0.2	4	-4.8	-1	16
Cc1cc(C)c2c3c(sc2n1)C(=O)N(c1ccccc1C)CC(=O)N3	90	3	0	10	-0.2	-4	0.9	-2	-2
CCONC(=O)Nc1ccccc1	96	-5	2	5	0.0	-1	1.5	2	2
O=C(Nc1cccc(Cl)c1)c1ccccc1	85	-1	5	-6	-0.2	4	.	-1	14
Cc1ccccc1CNC(=O)C1CCC(=O)N(C2CCCCCC2)C1 (configuration not stated)	100	11	0	-5	-0.1	3	-0.8	4	-10
CCc1cc2c(SCC(=O)c3ccc(Cl)s3)ncnc2s1	100	-2	3	18	-0.2	-6	1.7	7	-1
O=C(COC(=O)c1ccc(O)cc1O)N=c1sccn1Cc1ccccc1Cl	107	-10	2	6	0.3	-6	0.2	3	2
Cc1ccc(-n2c(C)cc3c2CC(C)(C)CC3=O)cc1C	92	0	5	9	-0.1	7	2.4	4	5
COc1ccc(CCN=CC2=C(O)CCCC2=O)cc1OC	89	5	-1	8	-0.1	1	0.6	1	-1
COc1ccc(N2CCN(c3ccc(N4C(=O)CC(C)C4=O)cc3[N+](=O)[O-])CC2)cc1 (configuration not stated)	171	-1	6	7	-0.1	-2	1.2	-4	-1
Cc1cc(NC(=O)C2CC2)ncc1NC(=O)c1ccccn1	78	2	12	7	-0.1	-4	-1.2	4	11
COc1ccc([N+](=O)[O-])cc1N(CC(=O)NC1CCCCC1)S(C)(=O)=O	98	-6	4	-23	-0.1	3	2.9	2	10
O=C(COC(=O)c1cccs1)NC1CCCCC1	95	5	6	-8	-0.1	1	-2.5	-1	8
COc1ccc2nc(NC(=O)C3CCCN(S(=O)(=O)c4cccc5nsnc45)C3)sc2c1 (configuration not stated)	115	20	5	7	0.2	-4	-0.1	-6	2
C/C(=N\NC(=O)c1cc(C(C)(C)C)[nH]n1)C12CC3CC(CC(C3)C1)C2	114	-11	1	-4	0.1	2	-5.5	-2	3
CC(OC(=O)c1cc(S(=O)(=O)N(C)c2ccccc2)ccc1Cl)C(=O)Nc1ccc2c(c1)OCCO2 (configuration not stated)	101	5	-1	-13	0.1	-2	0.3	5	4

# More entries.
compound	Yeast superoxide	EBNA-1 inhibitor	BCLXL inh	ZTA counter	Efflux pump mplx	Fam108B counter	MEX-5 binding	GLD-1 TGE inh	MCL1 BIM primary
COC(CNC(=O)c1ccc(CS(=O)(=O)c2ccccc2)o1)OC	116	7	7	-1	0.0	0	1.8	6	10
CCSc1nnc(NC(=O)[C@@H](NC(=O)c2ccccc2)C(C)C)s1	103	3	-5	-13	0.1	0	-1.2	7	-20
CCCc1nn2c(=O)cc(CSCC(=O)Nc3cccc(C)c3)nc2s1	84	15	5	-8	-0.1	7	-1.1	5	1
O=C(CN(c1cccc([N+](=O)[O-])c1)S(=O)(=O)c1ccccc1)NCc1cccnc1	106	-5	3	-10	0.0	5	-0.6	-3	13
Cc1cccc(NC(=O)CCCn2c(=S)[nH]c3ccccc3c2=O)c1	91	4	3	-18	0.1	-1	-2.7	7	-1
Cc1cccc(/C=N/Nc2ccc3ccccc3n2)c1	100	2	-8	7	0.0	1	2.1	-12	-10
Cc1ccc(CNC(=O)/C=C/c2ccc(S(=O)(=O)N3CCOCC3)cc2)cc1	92	4	2	-14	-0.1	1	0.9	-3	-6
CC(C)N(C)S(=O)(=O)c1ccc(Cl)c(C(=O)O)c1	100	3	9	4	0.1	1	0.3	-4	5
Cc1nn(CC(=O)N(C)c2c(N)n(Cc3ccccc3)c(=O)[nH]c2=O)c(C)c1[N+](=O)[O-]	98	.	-4	20	0.0	.	.	7	-2
COc1ccc(N2CCN(C(=O)NC3CC(=O)N(c4ccc(OC)cc4)C3)CC2)cc1 (configuration not stated)	90	4	8	-8	0.0	1	1.0	3	6
COc1ccc(Cl)cc1NC(=O)CCc1nnc2ccc(N3CCN(C)CC3)nn12	81	-12	4	-4	0.1	0	-2.5	4	5
Cn1cc(CCNC(=O)CC2C(=O)NCCN2CC(c2ccccc2)c2ccccc2)cn1 (configuration not stated)	106	-12	16	-6	0.2	0	-0.7	7	16
